# A3A deaminase = inhibitors of human APOBEC3A DNA deaminase; recombinant A3A, FAM/TAMRA ssDNA deamination fluorescence; 0.41% of 330,000 active; P31941; inhibition, % at 20 µM; AID 493011;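 active = at least 40% inhibition at 20 µM here, with at most 30% in a related deaminase screen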;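 also: plate controls were A3A with DMSO for no effect and wells lacking A3A enzyme for full effect; some results filed as inactive read as strong as hits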
# mIAP inh = mouse IAP inhibition; inhibition, % at 10 µM; purified mouse IAP, CDP-Star luminescence, 30 min; 0.2% of 330,000 active; AID 2806;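 active = inhibition of at least 40% at 10 µM in the primary screen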;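 also: plate controls were DMSO with enzyme for no effect and no enzyme wells for full effect; values of inactives mirror those of a sister screen read the other way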
# tim10-1 inh = tim10-1 yeast growth inhibition; S. cerevisiae tim10-1 ts strain growth, BacTiter-Glo, 24 h; inhibition, % at 20 µM; 2.2% of 330,000 active; AID 463190;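 active = inhibition of at least 40%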;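 also: mutant grown at 25 °C; 0% = DMSO wells with yeast and 100% = wells holding no yeast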
# TIM10 inh = inhibits growth of TIM10 yeast strain. S. cerevisiae TIM10 strain growth, BacTiter-Glo luminescence, 24 h. inhibition, % at 10 µM. 1.4% of 330,000 active;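 active = inhibition of 40% or more at the single tested concentration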;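 also: wild-type TIM10 isogenic control strain grown at permissive 25 °C; 0% = DMSO yeast wells and 100% = minimal medium wells without yeast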
# A3G deaminase = APOBEC3G (human) deaminase inhibition; Q9HC16; recombinant A3G, ssDNA deamination FAM/TAMRA fluorescence; inhibition, % at 20 µM; 0.28% of 330,000 active;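 active = inhibition of at least 40% at 20 µM, with no more than 30% in the related APOBEC3A deaminase screen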;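 also: plate controls were DMSO wells with A3G for no effect and wells lacking A3G enzyme for full effect; some compounds called inactive have numbers as strong as hits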
# Target sequence (Q9HC16 whole entry, looked up): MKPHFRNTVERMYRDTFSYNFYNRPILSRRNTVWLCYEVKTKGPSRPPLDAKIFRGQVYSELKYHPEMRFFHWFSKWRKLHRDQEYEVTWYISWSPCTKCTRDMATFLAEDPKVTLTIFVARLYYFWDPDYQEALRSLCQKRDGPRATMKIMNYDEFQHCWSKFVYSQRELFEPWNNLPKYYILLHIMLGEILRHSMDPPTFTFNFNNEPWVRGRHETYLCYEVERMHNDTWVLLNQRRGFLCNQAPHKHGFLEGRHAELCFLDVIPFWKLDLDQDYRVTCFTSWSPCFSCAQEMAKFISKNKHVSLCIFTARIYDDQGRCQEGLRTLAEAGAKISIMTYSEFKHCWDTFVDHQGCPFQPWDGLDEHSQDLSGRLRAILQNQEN
# mIAP activ = mouse IAP activation; muIAP, CDP-Star luminescence, 30 min; hits give high values; 1 = vehicle-only enzyme signal, 0 = enzyme-free wells; activation factor at 10 µM; 0.24% of 330,000 active; AID 2805;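 active = activation factor of at least 2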; also: the source names both 10 and 20 µM as test concentration; values of inactives mirror those of a sister screen read the other way
#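 Assay system: mouse IAP enzyme; Reagent: CDP-Star chemiluminescent phosphatase substrate; Compound: DMSO-dissolved test compounds; Incubation: 30 min, room temperature; Technique: luminescence from enzymatic CDP-Star hydrolysis; Controls: DMSO-only wells and no-enzyme negative control.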
# hIAP block = human IAP inhibition. P09923. purified IAP, CDP-Star luminescence, 30 min. inhibition, % at 10 µM. 0.12% of 330,000 active. AID 2544;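 active = inhibition reaching a set limit with compound at 10 µM in the primary screen, cut at about 35% in these data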;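 also: plate controls were DMSO wells with enzyme for no effect and no-enzyme buffer wells for full effect; values of inactives mirror those of a sister screen read the other way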
# Target sequence (P09923 whole entry, looked up): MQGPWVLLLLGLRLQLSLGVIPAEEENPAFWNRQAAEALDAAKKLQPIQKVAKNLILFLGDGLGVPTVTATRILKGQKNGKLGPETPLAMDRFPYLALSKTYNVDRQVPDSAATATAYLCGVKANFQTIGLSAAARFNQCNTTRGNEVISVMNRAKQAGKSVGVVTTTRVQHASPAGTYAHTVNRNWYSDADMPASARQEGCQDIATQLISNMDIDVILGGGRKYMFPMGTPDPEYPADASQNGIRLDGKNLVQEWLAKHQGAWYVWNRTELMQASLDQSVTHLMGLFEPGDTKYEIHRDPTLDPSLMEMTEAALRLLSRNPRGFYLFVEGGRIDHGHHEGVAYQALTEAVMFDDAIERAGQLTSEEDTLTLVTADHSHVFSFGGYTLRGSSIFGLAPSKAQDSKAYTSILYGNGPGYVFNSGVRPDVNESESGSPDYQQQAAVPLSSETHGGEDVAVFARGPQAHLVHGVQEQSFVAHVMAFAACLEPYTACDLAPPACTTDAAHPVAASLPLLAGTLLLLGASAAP
# NALP3 yeast inh = NALP3 inhibition in yeast | 0.39% of 330,000 active | AID 2825 | inhibition, % at 10 µM | Yeast reconstituted NLRP3/ASC/caspase-1, beta-gal luminescence, 24 h;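 active = inhibition of 50% or more; inactive = inhibition below 50%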;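 also: plate controls were induced DMSO wells for no effect and uninduced yeast grown without galactose for full effect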
# beta cell repl = MIN6 beta-cell proliferation induction; AID 2380; 0.29% of 330,000 active; MIN6 cells proliferation, ATPlite luminescence, 48 h; cells starved in 0.2% serum; 100% = growth in 10% serum; proliferation, % at 10 µM;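 active = compounds whose signal lies at least 3.5 SD above the mean of all wells on their plate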;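 also: 0% = DMSO-treated cells in low-serum medium and 100% = 10% serum control; some compounds called inactive have numbers as strong as hits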
# * hit, by the source's call.
SMILES,A3A deaminase,mIAP inh,tim10-1 inh,TIM10 inh,A3G deaminase,mIAP activ,hIAP block,NALP3 yeast inh,beta cell repl
N/C(=N\c1nc2c(c(=O)[nH]1)CCC2)Nc1cccc2ccccc12,4,-9,-5,-8,0,1.1,-7,2,0
O=C(CSc1nnnn1-c1ccc2c(c1)CCC2)Nc1ccc2c(c1)OCCO2,-3,-32,12,13,-1,1.3,-7,15,-2
O=S(=O)(c1ccc(Br)cc1)N1CCN(c2cc(-c3ccccc3)nc3ncnn23)CC1,-3,10,17,12,-7,0.9,27,2,-4
N#Cc1ccc(-c2cccnc2)nc1SCC(=O)c1ccccc1,-4,0,4,1,-10,0.99,10,-2,-2
CCc1cc(=O)oc2c3c(cc(OCC(=O)NC4CC4)c12)OC(C)(C)CC3,0,3,17,6,1,0.97,9,8,-2
CCOc1ccc(-c2c(C(=O)N/N=C/c3ccc(OC(C)C)cc3)nnn2-c2nonc2N)cc1,3,2,9,3,1,0.98,9,-3,-5
CNC(=S)N(CCc1c(C)[nH]c2ccc(C)cc12)Cc1ccco1,1,-6,33,24,-5,1.1,14,0,-3
CCC(=O)N(Cc1c(C)nn(-c2ccccc2)c1Cl)c1ccc(Cl)cc1,-7,5,13,31,-10,0.95,2,-14,3
O=C(CCc1nnc2ccc(NCc3ccco3)nn12)N1CCCCC1,0,-6,1,-9,-5,1.1,-2,16,-3
COc1ccc(Br)cc1C1CC(=O)C(C)C(c2cc(Br)ccc2OC)N1 (stereo not drawn),-2,-6,33,8,-1,1.1,-5,22,-5
CCn1c(=O)cc(SCC(=O)N2CCN(C3CCCCC3)CC2)c2ccccc21,-2,-4,-1,3,-7,1,-2,-7,0
COc1ccc(-c2nnc(SCC(=O)NCc3cccs3)n2C)cc1,-1,-2,-6,2,-2,1,2,25,2
O=C(O)c1cccc(N2C(=O)c3cc4cccc(Br)c4cc3C2=O)c1,0,-10,5,-21,-4,1.1,-14,14,-4
CC(=O)c1cccc(NC(=O)/C(=C/c2ccncc2)NC(=O)c2ccccc2)c1,-3,7,-17,-1,-10,0.93,-4,26,-2
COCCCC1CCN(C(=O)C2CCC(=O)N(Cc3cccc(F)c3)C2)CC1 (stereo not drawn),-3,2,12,5,-10,0.98,-21,12,-2
Cc1sc2nc(CN(C(=O)NC3CCCCC3)C3CCCCC3)[nH]c(=O)c2c1C,3,-12,6,7,-4,1.1,-14,9,-4
CCOCCN(C=O)c1cccc(OC)c1,-1,0,8,7,-2,1,8,-14,0
CCCN(CC(=O)Nc1ccccc1C)C(=O)C1CCN(S(=O)(=O)c2cccc(C(F)(F)F)c2)CC1,2,-10,-7,-3,-1,1.1,3,13,-2
CNC(=S)N1N=C(c2ccc(C)cc2)CC1c1ccc(Br)cc1 (stereo not drawn),-4,5,22,23,4,0.95,-17,23,-6
O=C(Cn1cncn1)N/N=C/c1ccccc1Cl,5,9,-6,19,3,0.91,-14,0,-3
CN1CCN(C(=S)c2cn(Cc3ccc(F)cc3)c3ccccc23)CC1,-7,0,3,-2,-9,1,19,21,-3
COc1cccc(CCC(=O)O)c1OC,2,0,8,-4,0,1,7,9,-2
COc1cc2c(cc1OC)-c1nnc(C)n1C(C)(C)C2,1,5,10,2,-1,0.95,-9,7,0
Cn1c(SCC(=O)c2ccc(O)c(O)c2)nnc1-c1ccccc1,-3,19,-10,5,-6,0.81,1,11,-1
Cc1nn(-c2ccccc2)c(C)c1C(=O)OCC(=O)Nc1ccc2c(c1)OCO2,9,-3,16,28,-4,1,8,26,-1
COc1cc(/C=N/NC(=O)c2cn(-c3cccc(C)n3)cn2)ccc1O,-5,2,8,18,-1,0.98,5,-13,-3
CCOC(=O)[C@@H]1[C@H]2COc3cc(OC)ccc3[C@@H]2N2C(=O)N(c3cccc(Cl)c3)C(=O)[C@@]12C,-8,-6,23,1,-9,1.1,-11,0,-7
N#C/C(=C/c1cn(CC(=O)O)c2ccccc12)c1ccc(F)cc1,-1,2,-3,6,-4,0.98,-3,2,0
CCCCN(C(=O)c1ccc(C)o1)c1c(N)n(CC(C)C)c(=O)[nH]c1=O,2,-3,7,12,0,1,11,4,0
CCN(C(=O)COC(=O)c1cc(-c2ccccc2)nc2c1c(C)nn2-c1ccc(C)cc1)C1CCS(=O)(=O)C1 (stereo not drawn),-5,16,7,28,-8,0.84,10,7,-4
CC(C)(Oc1ccc(Cl)cc1)C(=O)Nc1cccnc1,-2,0,0,0,-5,1,8,10,2
O=C1CC(N2CCOCC2)C(=O)N1CCc1ccccc1 (stereo not drawn),-2,3,10,-5,-8,0.97,-15,4,-2
Cc1cccc(OCc2nc(C#N)c(N3CC(C)CC(C)C3)o2)c1 (stereo not drawn),1,-6,27,0,8,1.1,19,7,-5
COc1ccccc1OCC(=O)NCCC1=CCCCC1,-2,-21,22,-3,-2,1.2,-8,8,-4
CO/N=C/C(c1ncc(C(F)(F)F)cc1Cl)S(=O)(=O)c1ccccc1 (stereo not drawn),1,-2,12,-18,-5,1,-17,15,-4
Brc1ccccc1-c1nc(-c2ccccc2)no1,7,5,22,12,3,0.95,-19,18,-4
COc1ccc(CN2C(=O)NC3(CCCC3)C2=O)cc1F,-2,1,-1,4,-1,0.99,-1,-6,0
O=C(CN1C(=O)NC2(CCCCCC2)C1=O)N1CCCCC1,-4,3,-1,16,-7,0.97,5,14,1
O=C1CCC/C=C/C[C@H](CC(=O)N(CCO)Cc2ccccc2)C(=O)N[C@@H](Cc2ccccc2)CO1,0,-9,9,4,-2,1.1,-6,-10,-5
CCOc1ccc(-n2c(=O)[nH]c3sc4c(c3c2=O)CCCC4)cc1,2,-4,-21,3,-3,1,-1,24,0
Cc1ccc([C@@H]2[C@@H]3C(=O)N(C)C(=O)[C@@H]3[C@@H]3C(=O)Nc4ccccc4C(=O)N23)cc1,-4,-16,-2,0,-3,1.2,5,13,0
C/C(=N\NC(=O)Cc1c(F)cccc1Cl)c1cccnc1,5,-7,-3,4,-2,1.1,-4,19,4
CCOc1ccc(C2C3=C(Nc4nc(N)[nH]c(=O)c42)c2ccccc2C3=O)cc1 (stereo not drawn),3,2,23,4,-3,0.98,-25,4,0
CCOc1cc2c(cc1OCC)C(c1ccccc1)N(c1ccc(C(=O)O)cc1)C(=O)C2 (stereo not drawn),2,7,5,-18,0,0.93,4,1,-1
Cc1cc(-c2ccc(Cl)cc2)n2ncnc2n1,-1,6,17,15,-3,0.94,7,18,-1
CC(=O)Nc1ccc(C(=O)NCC2(N3CCCCC3)CCCCC2)cc1,25,-10,-8,-5,2,1.1,13,4,-1
O=C(COc1ccc(Cl)cc1)OCC(=O)c1ccc[nH]1,-2,-15,3,-3,-6,1.1,-9,-5,-3
CC1CC(C)CN(C(=O)Cn2c(=O)n(CCCC(=O)NCc3ccco3)c(=O)c3sccc32)C1 (stereo not drawn),7,-2,8,4,1,1,-10,14,-1

# Not a retest: 14 of the compounds above.
SMILES,A3A deaminase,mIAP inh,tim10-1 inh,TIM10 inh,A3G deaminase,mIAP activ,hIAP block,NALP3 yeast inh,beta cell repl
CO/N=C/C(c1ncc(C(F)(F)F)cc1Cl)S(=O)(=O)c1ccccc1 (stereo not drawn),1,-2,12,-18,-5,1,-17,15,-4
Brc1ccccc1-c1nc(-c2ccccc2)no1,7,5,22,12,3,0.95,-19,18,-4
COc1ccc(CN2C(=O)NC3(CCCC3)C2=O)cc1F,-2,1,-1,4,-1,0.99,-1,-6,0
O=C(CN1C(=O)NC2(CCCCCC2)C1=O)N1CCCCC1,-4,3,-1,16,-7,0.97,5,14,1
O=C1CCC/C=C/C[C@H](CC(=O)N(CCO)Cc2ccccc2)C(=O)N[C@@H](Cc2ccccc2)CO1,0,-9,9,4,-2,1.1,-6,-10,-5
CCOc1ccc(-n2c(=O)[nH]c3sc4c(c3c2=O)CCCC4)cc1,2,-4,-21,3,-3,1,-1,24,0
Cc1ccc([C@@H]2[C@@H]3C(=O)N(C)C(=O)[C@@H]3[C@@H]3C(=O)Nc4ccccc4C(=O)N23)cc1,-4,-16,-2,0,-3,1.2,5,13,0
C/C(=N\NC(=O)Cc1c(F)cccc1Cl)c1cccnc1,5,-7,-3,4,-2,1.1,-4,19,4
CCOc1ccc(C2C3=C(Nc4nc(N)[nH]c(=O)c42)c2ccccc2C3=O)cc1 (stereo not drawn),3,2,23,4,-3,0.98,-25,4,0
CCOc1cc2c(cc1OCC)C(c1ccccc1)N(c1ccc(C(=O)O)cc1)C(=O)C2 (stereo not drawn),2,7,5,-18,0,0.93,4,1,-1
Cc1cc(-c2ccc(Cl)cc2)n2ncnc2n1,-1,6,17,15,-3,0.94,7,18,-1
CC(=O)Nc1ccc(C(=O)NCC2(N3CCCCC3)CCCCC2)cc1,25,-10,-8,-5,2,1.1,13,4,-1
O=C(COc1ccc(Cl)cc1)OCC(=O)c1ccc[nH]1,-2,-15,3,-3,-6,1.1,-9,-5,-3
CC1CC(C)CN(C(=O)Cn2c(=O)n(CCCC(=O)NCc3ccco3)c(=O)c3sccc32)C1 (stereo not drawn),7,-2,8,4,1,1,-10,14,-1

# (cont.)
SMILES,A3A deaminase,mIAP inh,tim10-1 inh,TIM10 inh,A3G deaminase,mIAP activ,hIAP block,NALP3 yeast inh,beta cell repl
CCOc1cc(/C=N/Nc2nc(Nc3ccccc3)nc(N3CCCCC3)n2)ccc1OCC(=O)O,-1,4,30,19,-4,0.96,29,19,-2
O=C(NCC1CCCO1)c1ccccc1-c1nc(-c2ccccc2Cl)no1 (stereo not drawn),3,7,5,0,2,0.93,-2,11,-3
COc1cc(CCNC(=O)c2ccccc2NC(=O)C2=C(C)OCCS2)cc(OC)c1OC,-5,-18,10,3,-6,1.2,-69,14,1
Cc1cc(N2CCOCC2)c2c(N)c(C)cc(C)c2n1,-5,9,6,6,-5,0.91,5,7,4
Cc1nc(CNS(=O)(=O)c2cccc(F)c2)cs1,-3,-5,-1,0,-3,1,5,17,0
Cc1c(NC(=O)COC(=O)C2=COCCO2)cccc1[N+](=O)[O-],0,-8,16,7,3,1.1,-2,20,1
O=C(NCCOc1ccccc1)c1cc(C(=O)NCCOc2ccccc2)cc([N+](=O)[O-])c1,1,13,14,-3,-1,0.87,3,23,-4
Cc1cc(NC(=O)c2ccccc2F)ncc1NC(=O)c1cccs1,-2,10,23,31,-4,0.9,10,15,-2
COCCCNCCOCCOc1c(OC)cccc1OC,0,3,-5,-2,-6,0.97,0,7,6
C[C@@H](C(=O)Nc1cccnc1)n1c(=O)[nH]c2ccccc2c1=O,1,4,18,10,-4,0.96,8,-2,-6
CN(C)NC(=S)Nc1ccc(S(=O)(=O)N2CCCCC2)cc1,-3,7,5,3,-4,0.93,-20,17,0

# Screening data deposited in PubChem BioAssay by Sanford-Burnham Center for Chemical Genomics.
